# Screening data as filed in PubChem BioAssay.
# GPR151 ag: human GPR151 activation. Q8TDV0. PathHunter beta-arrestin GPR151 cells, luminescence. activation, % at 11.2 µM. 1% of 650,000 active. AID 1508602; in the data active means activation above about 4.9%;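 further: 0% = median of compound wells and 100% = cells with positive control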
# Target sequence (Q8TDV0 whole entry, looked up): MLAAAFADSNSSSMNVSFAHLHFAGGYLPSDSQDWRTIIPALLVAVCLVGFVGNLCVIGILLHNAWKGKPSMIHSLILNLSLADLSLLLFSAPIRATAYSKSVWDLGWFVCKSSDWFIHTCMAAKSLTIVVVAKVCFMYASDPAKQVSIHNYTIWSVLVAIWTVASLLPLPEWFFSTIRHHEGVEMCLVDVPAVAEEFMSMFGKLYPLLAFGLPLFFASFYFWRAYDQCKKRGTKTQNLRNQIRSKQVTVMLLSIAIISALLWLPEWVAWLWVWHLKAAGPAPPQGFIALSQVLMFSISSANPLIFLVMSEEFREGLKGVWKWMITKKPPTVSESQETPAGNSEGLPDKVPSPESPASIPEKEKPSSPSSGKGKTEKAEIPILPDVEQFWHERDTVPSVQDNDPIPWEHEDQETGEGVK
# FBW7 act: human FBW7 E3 ligase activation, primary screen | 0.13% of 650,000 active | normalized activity (activation), % at 26.1 µM | AlphaScreen FBW7–phospho-cyclin E peptide binding, activator screen | Q969H0 | AID 1259310; in the data active means normalized activity above about 1.9%;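 further: purified mutant Fbw7 with reduced substrate affinity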
# TEAD-YAP inh: TEAD-YAP interaction inhibition; AID 1259422; 1.4% of 640,000 active; HEK-TIYL cells, TEAD-Gal4/YAP UAS-luciferase luminescence; inhibition, % at 9.12 µM; in the data active means inhibition above about 32%;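 further: 0% = median of test compound wells and 100% = reference inhibitor wells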
# MITF primary: blocks human microphthalmia-associated transcription factor | O75030 | AlphaScreen MITF homodimerization, bead proximity signal | inhibition, % at 2.6 µM | 0.91% of 650,000 active | AID 1259374; in the data active means inhibition above about 50%;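 further: 0% = vehicle wells with protein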
# Target sequence (O75030 whole entry, looked up): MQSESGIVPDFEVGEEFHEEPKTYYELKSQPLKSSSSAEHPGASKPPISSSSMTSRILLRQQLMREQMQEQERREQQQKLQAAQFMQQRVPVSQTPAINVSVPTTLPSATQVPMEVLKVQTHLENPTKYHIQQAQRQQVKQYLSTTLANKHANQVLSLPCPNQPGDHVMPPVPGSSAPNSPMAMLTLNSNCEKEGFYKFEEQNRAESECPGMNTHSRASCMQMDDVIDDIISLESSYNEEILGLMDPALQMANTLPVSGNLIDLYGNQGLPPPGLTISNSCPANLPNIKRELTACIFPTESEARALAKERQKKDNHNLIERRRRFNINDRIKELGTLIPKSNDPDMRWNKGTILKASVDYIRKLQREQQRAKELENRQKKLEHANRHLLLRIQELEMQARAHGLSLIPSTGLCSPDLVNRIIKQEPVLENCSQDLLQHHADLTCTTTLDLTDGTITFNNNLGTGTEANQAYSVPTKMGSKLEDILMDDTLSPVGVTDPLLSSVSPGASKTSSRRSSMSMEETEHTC
# An asterisk follows results filed as active.
# Second line of a record – GPR151 ag	FBW7 act	TEAD-YAP inh	MITF primary
- CCN(CC)CC(O)COCc1nc2c(c(=O)n(C)c(=O)n2C)n1C (centres undefined)
→ -1.4	0.8	2	-15
- CCSc1nnc2c(n1)OC(c1cc(O)c(O)c(Br)c1)Nc1ccc(Br)cc1-2 (centres undefined)
→ 0.8	-0.2	-7	3
- COc1ccc(/C(C)=N\NC(=O)c2ccc([N+](=O)[O-])cc2)c(OC)c1
→ -0.8	0.5	-8	-3
- COc1ccc(/C=C2N=C(/C=C/c3cccc(Cl)c3Cl)OC\2=O)cc1
→ -0.8	0.0	6	8
- O=C(c1ccccc1Nc1ccc(SC(F)F)cc1)N(CCO)CCO
→ 1.3	0.1	6	4
- Cc1ccccc1NC(=O)COC(=O)c1ccc(N)c([N+](=O)[O-])c1
→ 0.7	-0.1	3	-4
- Cn1c(Nc2nc(NC3CC3)c3[nH]cnc3n2)nc2ccccc21
→ -2.5	-0.2	-10	12
- C=CCNC(=O)C(=O)Nc1cccnc1
→ 1.2	0.1	-3	-4
- COc1ccc(S(=O)(=O)NCCOc2ccccc2)cc1F
→ -0.5	1.0	4	7
- COc1cccc(/C=C(\C#N)c2nn(-c3ccccc3)c(N)c2C#N)c1OCc1ccccc1
→ -0.3	-0.1	11	-3
- C=CCc1ccc(OCC(=O)OCC)c(OC)c1
→ 0.3	-0.1	-7	4
- Cc1ccc(C)c(-c2[nH]ncc2CN2CCN(CC(C)C)C(CCO)C2)c1 (centres undefined)
→ -0.1	-0.1	6	-14
- O=C1c2ccc(-c3nc4ccccc4c(=O)o3)cc2C(=O)N1c1cccc(C(F)(F)F)c1
→ 0.3	-0.1	-2	-10
- Cc1ccc(OCC(O)Cn2c3ccccc3c3ccccc32)cc1 (centres undefined)
→ -0.6	0.8	3	-17
- FC(F)(F)c1ccc(Nc2nccc(NC3CC3)n2)cc1
→ 1.3	0.0	-59	-3
- COc1ccc(-n2nc(C(=O)NCC(=O)Nc3cc(C)ccc3OC)c3ccccc3c2=O)cc1Cl
→ 3.3	-0.1	7	3
- CCOC(=O)C(CC)Sc1nc2c(c(=O)n1-c1ccc(OCC)cc1)SCC2 (centres undefined)
→ -0.1	-0.1	-9	-1
- Cc1nc2c(c(=O)[nH]1)CN(C(=O)C1(c3ccccc3)CCCC1)CC2
→ 0.9	-0.1	-2	-3
- COc1ccccc1CN1CCNC(=O)C1CC(=O)NCc1c(F)cccc1F (centres undefined)
→ 1.0	-0.1	-2	3
- COC1=CC(=Cc2c(N)n3oc(C)cc3nc2=O)C=C(OC)C1=O
→ -0.5	0.2	-3	3
- CC(C)N(Cc1nc(-c2ccc(Cl)cc2)no1)S(=O)(=O)c1ccc([N+](=O)[O-])cc1
→ 0.0	0.0	-2	-15
- COc1ccccc1C(=O)N1CCNC(=O)C1CC(=O)Nc1ccc(Cl)cc1 (centres undefined)
→ -1.9	-0.1	5	-8
- COCC(C)NC(=O)c1ccccc1Oc1ccccc1 (centres undefined)
→ -1.4	0.1	-4	-9
- N#CC1=C(N)OC2=C(C(=O)CCC2)C1c1c(Cl)cccc1Cl (centres undefined)
→ 0.8	-0.2	6	14
- COc1ccccc1C1NC(=O)CCC1[N+](=O)[O-] (centres undefined)
→ 1.9	0.1	1	-12
- CCOC(=O)CSc1nc2cc(C(=O)OC)ccc2c(=O)n1Cc1ccc2c(c1)OCO2
→ -1.1	0.0	7	-4
- O=C(Nc1ccc(O)cc1C(=O)O)c1ccc2c(c1)C(=O)N(Cc1ccco1)C2=O
→ 1.3	-0.4	10	30
- CCCS(=O)(=O)N1CCCC(C(=O)NC(C)c2ccccc2)C1 (centres undefined)
→ -0.9	0.7	4	7
- CCOc1ccc(N2CC(C(=O)OCC(=O)Nc3ccccc3)CC2=O)cc1 (centres undefined)
→ 0.3	0.2	1	0
- COc1ccc(N2C(=O)/C(=C/c3cc(C)n(C(C)C)c3C)C(=O)NC2=S)cc1
→ 0.1	0.1	-3	-25
- CCn1c(N)c(C(=O)Nc2ccccc2)sc1=S
→ 0.3	-0.1	-8	12
- O=C(N/N=C/c1ccc(OC2CSC2)cc1)c1cc2ccccc2cc1O
→ -0.4	0.0	5	12
- Cc1cncc2cccc(N3CCN(C(=O)C(N)c4ccc(Br)cc4)CC3)c12 (centres undefined)
→ 2.0	-0.1	-5	4
- O=C1NC2=C(C(=O)OC2)C(c2ccc(F)c(F)c2)N1 (centres undefined)
→ 2.3	-0.1	9	-2
- c1ccc(CCCN2CCN(C3C4CC5CC(C4)CC3C5)CC2)cc1 (centres undefined)
→ -0.7	0.3	4	70*
- COC(=O)c1cc(C(=O)OCC(=O)NC2CCCCC2C)cc([N+](=O)[O-])c1 (centres undefined)
→ 0.6	-0.1	-3	-1
- CCC(=O)N1N=C(c2c(-c3ccccc3)c3cc(Cl)ccc3[nH]c2=O)CC1c1ccccc1OC (centres undefined)
→ 1.0	-0.1	0	1
- COc1cc(OC)c(OC)cc1/C=C1/C(=O)NC(=O)N(c2ccccc2OC)C1=O
→ -1.0	-0.1	5	5
- NC(=O)NC(=O)COC(=O)c1cccnc1Nc1ccccc1F
→ -0.8	0.0	-6	8
- Cc1ccc(S(=O)(=O)NCC(c2ccc(F)cc2)N2CCOCC2)s1 (centres undefined)
→ -0.2	0.1	6	-5
- COc1ccc(N2CC(NC(=O)c3c(F)cccc3Cl)CC2=O)cc1OC (centres undefined)
→ 2.1	-0.1	0	5
- COc1cccc(NC(=O)/C(C)=C/c2ccccc2)c1
→ 2.1	0.2	-34	1
- Nc1cc(S(=O)(=O)O)ccc1N1N=C(c2ccccc2)CC1=O
→ 0.6	-1.0	-1	-3
- Cc1c(C(=O)NCc2ccco2)sc2ncnc(N3CCOCC3)c12
→ -1.0	0.3	-3	7
- O=C(O)c1cccnc1SCc1cccnc1
→ -0.6	-0.1	8	3
- Cc1c(C(=O)NCc2ccccn2)oc2ccc(S(=O)(=O)N3CC(C)CC(C)C3)cc12 (centres undefined)
→ -0.8	0.3	-7	2
- O=C(CCC(=O)Nc1cccc(Cl)c1)N/N=C/c1ccccc1Cl
→ 0.8	-0.1	2	3
- O=C(COC(=O)c1ccco1)Nc1cc(Cl)ccc1Cl
→ 0.1	-0.1	-3	-2
- CC1(C)CC(=O)c2sc(N)nc2C1
→ 1.4	0.0	16	-2
- CN(CC(=O)N1CCOCC1)S(=O)(=O)c1ccc(Br)cc1
→ -0.1	-0.1	-1	-3
- COc1ccccc1/C=N\NC(=O)c1c(C)nc2ccc(Cl)cn12
→ 0.1	0.1	17	3
- Cc1ccc(-n2c(=O)c3sccc3n(CC(=O)NC3CCCCC3)c2=O)cc1
→ 1.1	0.3	-17	-11
- COc1ccccc1NC(=O)c1nnn(Cc2ccccc2)c1N
→ 0.8	0.1	-4	7
- Cc1cccc(NC(=O)CC(C)(C)C)n1
→ -0.6	0.1	-13	17
- COc1cc(Cl)c(C)cc1NC(=S)N(CCCN1CCC(C)CC1)Cc1cccs1
→ 3.4	-0.5	-3	0
- Cc1ccc(Cl)cc1NC(=O)CCN1C(=O)c2ccccc2S1(=O)=O
→ 0.2	0.9	8	15
- CCn1cnc2sc(C(=O)Nc3ccccc3C(=O)OC)c(C)c2c1=O
→ -0.8	0.1	-6	11
- COc1ccccc1Nc1nc(N)nc(CSC(=S)N2CCN(C)CC2)n1
→ 3.4	0.1	-11	15
- CCOC(=O)NC(Nc1ccccc1[N+](=O)[O-])(C(F)(F)F)C(F)(F)F
→ 0.0	-0.1	-8	-6
- O=C(Nc1cccc(F)c1)C1CC=CCC1C(=O)OCC(Cl)=C(Cl)Cl (centres undefined)
→ 0.3	0.0	6	3

# (cont.)
# Second line of a record – GPR151 ag	FBW7 act	TEAD-YAP inh	MITF primary
- CCc1ccccc1NC(=O)c1ccc(S(=O)(=O)N2CC(C)CC(C)C2)cc1 (centres undefined)
→ 1.1	0.1	8	14
- Cc1cc(C)cc(NS(=O)(=O)c2ccc3[nH]c(=O)[nH]c3c2)c1
→ 1.5	0.3	3	20
- c1ccc(-c2cc3nnnn3c3ccccc23)cc1
→ -1.5	0.0	-24	-6
- COc1cc(C(=O)n2c(C)nc3ccccc32)cc(OC)c1OC
→ -0.4	0.1	3	9
- O=C1CN(S(=O)(=O)c2cc(Cl)ccc2Cl)CC(=O)N1CCc1ccccc1
→ 0.3	0.2	1	-23
- Cc1c(Cl)c([N+](=O)[O-])nn1CC(=O)Nn1c(C)nc2ccccc2c1=O
→ 0.0	0.1	0	12
- CS(=O)(=O)N1CCN(c2ccc(NC(=O)C(c3ccccc3)c3ccccc3)cc2)CC1
→ 1.6	0.0	2	15
- CC(C)CNC(=O)c1cc(-c2ccco2)on1
→ -0.3	0.1	-72	12
- Cc1c(NC(=O)c2cc(-c3ccc(O)cc3)on2)c(=O)n(-c2ccccc2)n1C
→ 1.2	-0.1	2	-3
- CC(C)c1ccc(OCC(=O)NCCS(=O)(=O)N2CCN(c3ccccn3)CC2)cc1
→ 1.8	0.7	9	8
- O=S(=O)(NCCC1=CCCCC1)c1cccc(S(=O)(=O)N2CCOCC2)c1
→ 0.9	-0.1	5	-2
- COc1ccc(CNC(=O)C2CSCCS2)cc1 (centres undefined)
→ -0.1	-0.1	-4	-3
- COc1cc(OC)cc(C(=O)NC(=S)Nc2cccc(C(=O)O)c2)c1
→ -0.9	-0.1	-50	2
- O=C(Nn1c(SCc2ccc([N+](=O)[O-])cc2)nc2ccsc2c1=O)c1ccccc1
→ -2.1	0.1	-9	-2
- O=C(CSc1nnc(-c2ccc(Cl)cc2)c(-c2ccc(Cl)cc2)n1)NC1CCCC1
→ -1.1	-0.1	-5	14
- O=C(/C=C/c1ccco1)Nc1nnc(SCc2ccccc2)s1
→ -0.1	0.2	1	15
- Cc1cccc(NC(=O)CC2CCCCC2)n1
→ -1.5	-0.1	-37	3
- Cc1ccc(-c2cc(C(F)(F)F)n3nc(C(=O)Nc4ccccc4Cl)cc3n2)cc1
→ 0.2	-0.1	2	-2
- CCOC(=O)C1=CN(Cc2ccc(OC)cc2)C=C(C(=O)OCC)C1c1cccc(Cl)c1
→ -0.5	0.2	5	2
- CCOC(=O)c1c(NC(=O)Cc2ccccc2)sc(C(=O)Nc2cccc(OC)c2)c1C
→ 0.2	-0.2	-2	9
- Cc1cccc(OCC(=O)NNC(=O)CCc2ccccc2)c1
→ 1.4	0.0	5	-3
- COc1ccccc1Nc1ccc([N+](=O)[O-])c2nonc12
→ -0.9	-0.2	9	18
- Cc1nn(C(=O)NC2CCCCC2)c(C)c1Cl
→ -0.7	-0.1	-16	19
- O=C(c1n[nH]c(=O)c2ccccc12)N1CCN(c2cccc(Cl)c2)CC1
→ -0.2	-0.2	55*	-5
- O=C(COc1ccc2ccccc2c1)N1CCN(C(=O)c2cccnc2)CC1
→ -1.4	0.4	9	11
- C=CCNC(=O)c1cc2ccccc2o1
→ -2.9	0.1	-26	-16
- O=C(NC(=S)NCCCN1CCOCC1)c1ccc(Br)cc1
→ 0.2	0.1	-18	-1
- O=C(Nc1cc(C(=O)N2CC=C(c3ccccc3)CC2)ccc1N1CC2CC(C1)c1cccc(=O)n1C2)c1ccncc1 (centres undefined)
→ -1.5	-0.1	2	3
- CCN(CCN(C)C)C(=O)Cn1c(=S)[nH]c2ccccc2c1=O
→ 1.2	-0.1	4	1
- CCc1ccc(Nc2ncnc3c2c(-c2ccccc2)cn3-c2ccc(C)cc2)cc1
→ -0.7	0.1	2	-1
- O=C(NCNC(=O)Nc1ccccc1)Nc1ccccc1
→ 0.0	-0.2	4	8
- Cc1cc(NC(=O)C2Cc3ccccc3C(=O)O2)no1 (centres undefined)
→ -2.4	0.1	-7	-15
- O=S(=O)(/C=C/c1ccccc1)NC12CC3CC(CC(C3)C1)C2
→ -0.6	0.5	6	26
- COc1ccccc1NC(=O)c1cc(OC(C)=O)cc(C(=O)Nc2ccccc2OC)c1
→ -1.3	-0.2	1	2
- COC(=O)NC(c1ccccc1)C(Cl)Cl (centres undefined)
→ 0.4	0.0	1	11
- Cc1c(Cl)cccc1NC(=O)c1cc(S(=O)(=O)N(C)Cc2ccccc2)ccc1F
→ 0.1	-0.2	-14	2
- COC(=O)c1ccccc1NC(=O)Nc1c(C)n(C)n(-c2ccccc2)c1=O
→ 2.0	0.0	7	8
- O=C(CSc1ccc2nnc(-c3cccnc3)n2n1)N1CCN(c2ccccc2)C(=O)C1
→ -1.2	0.1	-2	8
- CSc1nc(-n2ncc(C#N)c2N)c2c3c(sc2n1)CCC3
→ -0.5	0.5	2	25
- Cc1cccc(NC(=O)C(=O)NCCCn2ccnc2)c1C
→ 1.2	-0.2	3	2
- CCn1nc(-c2ccncc2)nc2c(=O)n(C)c(=O)nc1-2
→ -7.3	-0.6	6	-3
- COc1ccc(N(C(=O)c2ccncc2)S(=O)(=O)c2cccc([N+](=O)[O-])c2)cc1
→ -1.1	0.1	-2	6
- CC(C)(C)C(=O)CS(=O)(=O)c1ccc2ccccc2c1
→ -0.6	0.8	-4	5
